M4 ag: human M4 muscarinic receptor agonists, primary screen, CHO-K1 cells, Fluo-8 calcium fluorescence | Muscarinic acetylcholine receptor M4 (Homo sapiens), P08173 | CHO-K1 hM4/Gqi5; vehicle 0%, full acetylcholine response 100% | activation, % at 3 µM | 360,000 compounds, 0.14% hits | AID 624127, 2012;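 active = activation above the run mean over all test wells plus 3 SD, cut at about 32% in these data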;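 note: peak over basal fluorescence ratio per well then scaled between controls; 0% = DMSO wells and 100% = acetylcholine at EC100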
CHRM5 PAM: human M5 muscarinic receptor positive allosteric modulators, primary screen, CHO-K1 cells, Fluo-8 calcium fluorescence | 360,000 compounds, 0.3% hits | Muscarinic acetylcholine receptor M5 (Homo sapiens), P08912 | CHO-K1 hM5, ACh EC20 PAM; 0% = ACh EC20, 100% = ACh EC100 | activation, % at 3 µM;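 active = activation above the run cutoff, the mean activation of all test compounds plus 3 SD, cut at about 18% in these data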
Target sequence (P08912 whole entry, looked up): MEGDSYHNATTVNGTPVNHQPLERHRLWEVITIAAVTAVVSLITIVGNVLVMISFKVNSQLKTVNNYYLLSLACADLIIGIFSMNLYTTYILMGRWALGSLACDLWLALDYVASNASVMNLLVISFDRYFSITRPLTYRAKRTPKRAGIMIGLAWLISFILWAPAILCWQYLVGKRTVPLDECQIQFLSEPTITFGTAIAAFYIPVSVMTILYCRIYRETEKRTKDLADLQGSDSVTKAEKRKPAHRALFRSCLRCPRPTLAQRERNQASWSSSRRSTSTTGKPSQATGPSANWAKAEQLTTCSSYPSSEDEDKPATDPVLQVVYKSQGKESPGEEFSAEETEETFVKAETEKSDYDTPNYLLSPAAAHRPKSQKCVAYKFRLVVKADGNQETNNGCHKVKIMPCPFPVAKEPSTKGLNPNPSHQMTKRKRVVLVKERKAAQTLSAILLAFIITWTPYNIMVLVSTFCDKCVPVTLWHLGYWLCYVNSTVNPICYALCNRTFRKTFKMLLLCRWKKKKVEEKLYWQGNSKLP
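System: CHO-K1 cell line with stable human muscarinic M5 receptor expression | Also added: EC20 acetylcholine as agonist stimulus | Compound: One concentration, 3 µM final (nominal) | Timing: Fluo-8 loading 80 min at 37 °C plus 30 min room temperature | Measured by: Fluo-8 calcium dye fluorescence, kinetic read | Read-out basis: % activation, ACh-normalized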
M5 ag: human M5 muscarinic receptor agonists, primary screen, CHO-K1 cells, Fluo-8 calcium fluorescence | Muscarinic acetylcholine receptor M5 (Homo sapiens), P08912 | CHO-K1 hM5 cells; 0% DMSO wells, 100% maximal acetylcholine response | activation, % at 3 µM | 360,000 compounds, 0.19% hits;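 active = activation above the run's mean over test compounds plus 3 SD, cut at about 23% in these data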;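 note: signal is peak over basal fluorescence ratio across the kinetic read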
CRFR2-BP ag: agonists of CRF-BP/CRF-R2 complex, primary screen, cell-based, HEK293, calcium dye fluorescence, uHTS | CRF-binding protein / CRF receptor 2 complex (human) | calcium dye fluorescence (FLIPR); percent of saturating CRF peptide response | activation, % at 13.2 µM | 350,000 compounds, 0.46% hits | AID 588473, 2011;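 active = activation of at least 50%, plus an integration ratio under a set limit after plate pattern correction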;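 note: plate controls were neutral control wells without compound for no effect and CRF at EC100 for full effect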
CHRM5 antagonist: human M5 muscarinic receptor antagonists, primary screen, CHO cells, Fluo-8 calcium fluorescence; Muscarinic acetylcholine receptor M5 (Homo sapiens), P08912; CHO-hM5 cells, ACh EC80; inhibition, % at 3 µM; 360,000 compounds, 0.59% hits;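 active = inhibition above a per-plate cutoff, the mean of that plate's test compounds plus 3 SD, cut at about 27% in these data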;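 note: 0% = acetylcholine EC80 with DMSO and 100% = DMSO without agonist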
M1 PAM: human M1 muscarinic receptor positive allosteric modulators, primary screen, CHO-K1 cells, Fluo-8 calcium fluorescence, 1536-well | Muscarinic acetylcholine receptor M1 (Homo sapiens), P11229 | CHO-K1 hM1, ACh EC20; 0% = ACh EC20, 100% = maximal ACh | activation, % at 3 µM | 360,000 compounds, 0.088% hits | AID 588819, 2011; in the data active = activation above about 19%, passing the limit was not always enough
Target sequence (P11229 whole entry, looked up): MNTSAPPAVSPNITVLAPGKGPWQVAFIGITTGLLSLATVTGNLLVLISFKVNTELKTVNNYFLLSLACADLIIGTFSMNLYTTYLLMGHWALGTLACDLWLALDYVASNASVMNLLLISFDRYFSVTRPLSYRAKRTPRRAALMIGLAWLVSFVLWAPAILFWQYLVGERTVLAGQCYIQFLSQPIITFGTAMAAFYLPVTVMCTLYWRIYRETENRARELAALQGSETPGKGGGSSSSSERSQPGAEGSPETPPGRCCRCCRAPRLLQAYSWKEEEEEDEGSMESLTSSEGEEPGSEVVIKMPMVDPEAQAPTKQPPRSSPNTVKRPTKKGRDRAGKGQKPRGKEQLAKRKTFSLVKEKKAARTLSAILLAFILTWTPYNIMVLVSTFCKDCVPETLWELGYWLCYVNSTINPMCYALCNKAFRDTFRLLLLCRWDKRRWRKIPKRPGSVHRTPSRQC
M1 antag: human M1 muscarinic receptor antagonists, primary screen, CHO-K1 cells, Fluo-8 calcium fluorescence, 1536-well. Muscarinic acetylcholine receptor M1 (Homo sapiens), P11229. CHO-K1 hM1, ACh EC80 antagonist. inhibition, % at 3 µM. 360,000 compounds, 1.3% hits. AID 588852, 2011;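 active = percent inhibition above its own plate's cutoff, namely the mean of that plate's compound wells plus 3 SD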;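 note: peak over basal fluorescence ratio during 140 s after agonist addition; 0% = ACh EC80 plus DMSO and 100% = DMSO alone without agonist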
M4 PAM: human M4 muscarinic receptor positive allosteric modulators, primary screen, CHO-K1 cells, Fluo-8 calcium fluorescence; Muscarinic acetylcholine receptor M4 (Homo sapiens), P08173; CHO-K1 hM4/Gqi5, ACh EC20; 0% = ACh EC20, 100% = maximal ACh; activation, % at 3 µM; 360,000 compounds, 0.4% hits; AID 624126, 2012;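 active = activation above its plate's cutoff, the mean activation of sample wells plus 3 SD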; note: some results filed as inactive read as strong as hits
CHRM4 antagonist: human M4 muscarinic receptor antagonists, primary screen, CHO cells, Fluo-8 calcium fluorescence | Muscarinic acetylcholine receptor M4 (Homo sapiens), P08173 | CHO-hM4 cells, ACh EC80 | 360,000 compounds, 0.73% hits | AID 624125, 2012 | inhibition, % at 3 µM;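 active = inhibition above its plate's cutoff, the mean inhibition of sample wells plus 3 SD, cut at about 27% in these data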;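 note: 0% = acetylcholine EC80 with DMSO and 100% = DMSO without agonist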
Starred values were filed as active, the others as inactive; / = no result given.

Below each compound: M4 ag	CHRM5 PAM	M5 ag	CRFR2-BP ag	CHRM5 antagonist	M1 PAM	M1 antag	M4 PAM	CHRM4 antagonist
> CC(C)C1S/C(=N/N=C/c2cccs2)NC1=O (stereo not given)
  0.6	-1.9	-1.4	-3.4	9.2	4.1	-5.9	2.3	14.9
> Cc1c(NC(=S)NC(=O)c2cc3ccccc3o2)cccc1C(=O)O
  1.9	5.4	-3.3	-2.2	-14.2	15.2	-14.8	5.7	-1.4
> COc1ccccc1N1CCN(CCCCCCOc2ccc(F)cc2)CC1
  5.4	-18.9	-6.2	0.4	39.1*	-19.0	10.4	-11.6	1.8
> CN(C)S(=O)(=O)c1cccc(NC(=O)COC(=O)CCC(=O)c2cccs2)c1
  3.7	5.2	1.2	-2.0	3.5	7.1	-8.9	1.4	-4.3
> O=C(COc1ccc(Cl)cc1)c1ccc(O)cc1O
  2.9	-6.6	0.6	-2.3	13.0	-1.6	10.5	-8.7	-3.2
> COc1ccc(-c2nsc(SCC(=O)NCc3ccc4c(c3)OCO4)n2)cc1
  0.8	-1.9	-4.7	-0.5	1.7	13.7	-14.7	10.7	-13.0
> COc1cc(NC(=O)CN2C(=O)C(c3ccccc3)=NC2(C)C)cc(OC)c1
  2.5	-2.7	2.5	-6.6	-2.1	12.5	-15.3	2.1	-15.2
> CCOc1ccc(S(=O)(=O)Nc2cc(F)ccc2F)c2cccnc12
  1.2	2.0	-0.8	-0.2	16.4	3.5	-3.2	5.5	-5.8
> Cc1cc2nc[nH]c(=O)n2n1
  -0.3	-2.0	-0.1	2.1	1.5	3.4	-16.2	0.8	-17.4
> Cc1ccc(S(=O)(=O)c2ccc(Oc3ccccc3)cc2)cc1
  0.0	-20.6	-8.7	5.0	1.4	-7.1	24.6	-8.3	-7.9
> COc1ccc(N2CCN(C(=O)CCCn3nnnc3CN3CCOCC3)C(C)C2)cc1 (stereo not given)
  1.3	-5.5	-3.2	-0.1	9.7	-5.0	-1.8	2.5	-13.5
> CC(=O)Nc1ccc(C(=O)Nc2cc(C)on2)cc1
  -0.6	-1.9	-2.0	1.2	-0.1	1.9	-1.1	-12.6	28.0*
> CN(C)S(=O)(=O)c1ccc(Cl)c(C(=O)NNC(=O)Cn2ccc(C(F)(F)F)n2)c1
  0.6	1.0	2.8	-0.9	3.4	14.4	-15.3	6.5	-3.9
> O=C(NCC1CCCCC1)C12CN(Cc3ccccc3)CC1C(c1cccc([N+](=O)[O-])c1)=NO2 (stereo not given)
  2.3	0.5	0.0	2.5	-0.7	2.1	-2.0	7.8	-30.5
> CCc1nnc(SCC(=O)Nc2ccccc2)n1CC1CCCO1 (stereo not given)
  -0.3	2.6	-3.0	-0.1	1.9	4.5	-10.0	1.3	-3.7
> COc1ccc(S(=O)(=O)Nc2ccccn2)cc1OC
  2.0	8.0	-0.2	-0.8	8.0	-4.8	7.5	7.8	2.2
> CN(CC(=O)NNC(=O)CNC(=O)c1ccccc1F)S(=O)(=O)c1ccc(Cl)cc1
  0.0	-0.3	-0.7	0.6	4.1	20.2	-21.2	13.9	-10.8
> CC1(C(=O)NS(=O)(=O)c2ccc(C#N)cc2)CCN1C(=O)CCC1CCCC1 (stereo not given)
  -0.4	-3.1	0.8	/	2.0	17.7	-19.5	6.5	-7.3
> COc1ccc(C(O)c2ncc(-c3ccccc3OC)[nH]2)cc1F (stereo not given)
  2.0	-6.2	-0.6	/	2.9	-10.4	15.2	0.1	-10.9
> O=S(=O)(c1ccc(Cl)s1)N1CCc2ccccc2C1
  -0.9	-6.3	-3.6	1.0	-2.1	-4.8	8.0	-1.1	-1.7
> C=CC(C)(O)CCC=C(C)C (stereo not given)
  0.6	7.6	2.6	0.3	-4.9	11.7	-15.2	4.9	-15.5
> CCCOc1ccccc1/C=C(\C#N)C(=O)Nc1cccnc1
  0.7	-0.9	-2.0	-1.9	5.7	2.1	-6.7	-13.6	-0.1
> CCCn1c(COc2ccc(C(=O)O)cc2)nc2ccccc21
  0.6	3.7	1.1	0.7	3.2	-0.3	3.2	0.0	0.5
> Cc1ccc2nc3c(cc(S(=O)(=O)c4ccccc4)c(=N)n3Cc3ccco3)c(=O)n2c1
  -0.2	6.5	-0.5	30.7	1.1	9.0	-5.1	0.6	6.4
> Cc1noc(C)c1S(=O)(=O)NC(=O)C1(C)CCN1C(=O)Cc1ccc(Cl)cc1Cl (stereo not given)
  1.5	-3.4	0.2	/	0.8	4.8	3.0	2.6	-1.9
> Cc1nn(C)c(Cl)c1CN1CCN(CC(C)C)C(CCO)C1 (stereo not given)
  0.4	3.5	-0.6	1.9	-12.3	5.6	-0.4	-5.9	-3.6
> COCCNC(=O)C(C)OC(=O)c1cc2occc2n1C (stereo not given)
  2.6	6.1	1.1	-0.2	-10.1	17.9	-18.2	5.9	-3.2
> CC12CN(Cc3ccccc3)CC(C)(CN(Cc3ccccc3)C1)C2=NO
  -0.3	-29.8	-13.0	1.0	22.8	-24.1	38.2*	-12.3	31.4*
> O=C1CCC/C=C/C[C@H](CC(=O)N(CCO)Cc2ccccc2)C(=O)N[C@@H](Cc2ccccc2)CO1
  2.2	-2.8	-0.8	0.8	-0.3	4.2	-2.7	14.1	-5.8
> COc1ccc(NC(=O)Nc2cccc3c2O[C@H](CN(C)S(=O)(=O)c2cn(C)cn2)[C@@H](C)CN([C@H](C)CO)C3=O)cc1
  1.0	4.6	1.1	1.1	4.6	2.2	2.3	0.7	6.4
> Cc1nc(NC(=O)c2ccc(Br)o2)sc1C
  2.1	10.0	-2.7	-2.1	-10.0	3.8	-20.3	9.8	5.7
> COc1ccc(S(=O)(=O)/N=C2\C=C(Nc3ccc(O)cc3)C(=O)c3ccccc32)cc1
  6.5	-6.9	-6.1	-1.5	20.7	-7.4	7.4	-14.6	17.0
> CCOc1ccc(C(=O)Nc2nc(C)c(C(=O)OC)s2)cc1
  0.3	-1.8	-0.9	0.8	-7.6	8.7	-12.1	-2.3	-2.5
> CCCN(CCC)S(=O)(=O)c1ccc(C(=O)N2CC3CCC(CC3)C2)cc1
  4.3	-10.5	-0.2	-0.3	11.8	1.6	-3.2	-34.4	-7.6
> COc1cc2c(cc1OC)C(SC)=NC(C)(C)C2
  0.2	0.1	2.1	-0.5	1.5	-1.3	-1.8	9.0	-2.1
> COC(=O)c1sccc1OC(C)C(C)=O (stereo not given)
  0.8	-2.2	0.5	-1.0	1.6	13.7	-12.3	13.5	-4.7
> CSc1ccc(CN(C)CC(=O)NCc2ccc(F)cc2)cc1
  0.0	0.4	-4.3	-0.3	-8.5	5.4	-2.8	3.4	-10.8
> COc1ccc(OC)c(NC(=O)c2cnc(Nc3ccccc3OC)c3ccccc23)c1
  -1.6	-1.1	-0.7	11.3	2.9	3.4	-5.3	11.3	-7.1
> COc1ncnc2c1N[C@@](C)(O)c1c(F)c(F)c(F)c(F)c1S2
  0.5	3.8	-2.3	1.0	0.3	2.2	-4.6	6.5	-7.0
> C#CCN1C=CC(=O)[C@@H](OC(=O)Nc2ccc(OC)cc2)[C@H]1c1ccccc1Br
  14.0	-2.0	0.8	-3.1	-11.4	1.9	-11.1	-0.7	-21.4
> CC(=O)Nc1ccc(OCCOc2ccc(NC(C)=O)cc2)cc1
  0.1	0.4	-3.6	1.7	10.4	7.4	-10.8	7.9	-2.4
> CC(=O)Nc1cccc(C(=O)OC(C)C(=O)N2CCc3ccccc32)c1 (stereo not given)
  1.4	0.5	0.1	-1.4	9.4	10.8	-12.7	10.0	-5.6
> CN(CC(=O)Nc1cccc(Cl)c1)S(=O)(=O)c1ccc2c(c1)n(C)c(=O)c(=O)n2C
  -0.2	4.5	-4.5	1.1	-6.8	11.5	-8.0	7.7	-14.5
> CN1CCN(S(=O)(=O)c2cc([N+](=O)[O-])ccc2N2CCCCCC2)CC1
  0.1	2.9	-5.3	0.5	-3.3	1.4	-3.2	-0.3	7.5
> CS(=O)(=O)NCc1ccc(C(=O)NC2CCCCC2)cc1
  0.7	8.0	0.6	4.9	-19.9	1.5	-4.0	-3.9	-11.9
> COc1ccccc1-n1c(CNC(=O)c2ccc(S(=O)(=O)N3CCOCC3)cc2)n[nH]c1=S
  -1.0	-4.4	0.8	-2.4	6.8	7.6	-5.7	-1.3	6.5
> O=c1c([N+](=O)[O-])cc(C(F)(F)F)cn1Cc1cccc(Cl)c1
  0.2	-5.0	-4.0	-1.5	1.9	2.1	1.0	3.7	6.2
> CCN(CC)S(=O)(=O)c1ccc(N/N=C(\C)c2cccnc2)nc1
  1.9	0.7	-4.5	-3.1	-4.3	7.9	-17.7	5.4	-19.9
> CCCNC(=O)NC(=O)COc1ccc2oc3ccccc3c2c1
  1.8	14.1	-3.3	-1.0	-1.9	5.5	-1.7	1.3	-9.0
> CCn1c(CNC(=O)c2cccc(C)c2)nnc1SCC(=O)NC1=NCCS1
  -0.1	4.4	-0.9	0.5	-5.8	10.7	-5.5	0.3	-19.9

The list continues.
Below each compound: M4 ag	CHRM5 PAM	M5 ag	CRFR2-BP ag	CHRM5 antagonist	M1 PAM	M1 antag	M4 PAM	CHRM4 antagonist
> O=C(NCCN1CCN(Cc2ccccc2)CC1)c1ccc(CS(=O)(=O)c2c(Cl)cccc2Cl)o1
  2.5	-8.3	-3.2	1.6	12.2	-10.3	10.2	-10.0	20.4
> CC(C)CCNC(=O)c1cccc(Cl)c1
  0.0	5.8	2.8	0.3	0.1	19.4	1.2	-0.1	-2.1
> O=C(Cc1n[nH]c(=O)c2ccccc12)N1CCN(S(=O)(=O)c2ccc(F)c(Cl)c2)CC1
  5.2	-8.4	-0.2	-3.1	11.9	2.5	-12.3	-2.5	-5.1
> O=C(COC(=O)c1cccnc1Cl)Nc1cc(S(=O)(=O)N2CCCCCC2)ccc1Cl
  16.3	-23.1	1.5	-0.7	10.5	-12.8	14.7	-12.7	-1.2
> Cc1cccc(NC(=O)CSc2nnc(CNC(=O)c3ccco3)o2)c1
  1.1	-8.2	-0.1	-0.2	11.5	-5.9	11.1	-4.4	6.9
> CCN(CC)c1ccc(/C=N/NC(=O)c2ccc3c(c2)OCCO3)cc1
  4.0	-10.7	-1.6	1.2	27.9*	0.4	-2.2	-1.9	-5.5
